Compound activity as filed in PubChem.
ATXN2 expr inh = ATXN2 expression inhibition. HEK-293 ATXN2-luciferase reporter, luminescence, 24 h. Potency, µM (highest dose often 57 µM), without a hit: at the top dose activity change, negative = inhibition, usual class: inhibitors. actives 0.72% (n = 360,000). AID 1745845; further: potency means the concentration at half of the fitted maximal effect; on the % scale 0 is the no-effect control and ±100 the full control effect; nearly all actives have a fitted effect of over 55% in size
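qHTS (up to 57 uM final) was run with 24 h compound exposure of reporter cells at 37 °C. Each well was multiplexed: SteadyGlo luminescence measured ATXN2-luciferase expression after a fluorogenic Gly-Phe-AFC viability readout (25 uM final).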
MCF10A rerep = induces DNA re-replication in MCF 10a normal breast cells. MCF 10A DNA re-replication, Hoechst nuclear intensity, 48 h. Potency, µM (series often up to 46.1 µM), without a hit: at the top dose activity, positive = re-replication, hits mostly activators. actives 2.9% (n = 350,000); further: potency means the concentration at half of the fitted maximal effect; % of control where 0% means no effect; nearly all actives have a fitted effect of over 50% in size
Nrf2 ARE act = Nrf2 pathway activation. AREc32 ARE-luciferase reporter (MCF7-derived line), luminescence, 24 h. Potency, µM (highest dose often 46.1 µM), for inactives: at the top dose activation, hits mostly activators. actives 0.31% (n = 410,000); further: potency means the concentration at half of the fitted maximal effect; % of control where 0% means no effect; nearly all actives have a fitted effect of over 65% in size
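Luciferase luminescence (Steady-Glo, 30 min at room temperature) served as the read-out of ARE activation in AREc32 cells treated with compounds for 24 hr at 37 deg C.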
TGFb inhibitor = TGF-b pathway inhibition; HepG2 CAGA-GFP TGF-b/SMAD3 reporter, GFP fluorescence, 18 h; TGF-beta stimulated, 500 pg/mL final; Potency, µM (series often up to 46.1 µM), without a hit: top-dose activity, negative = inhibition, most hits filed as inhibitors; actives 1.2% (n = 410,000); AID 588855; further: potency means the concentration at half of the fitted maximal effect; on the % scale 0 is the no-effect control and ±100 the full control effect; nearly all actives have a fitted effect of over 65% in size
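Smad-responsive CAGA-GFP expression was quantified in HEPG2 cells exposed to compounds and 500 pg/mL final TGF-beta for 18 h at 37 degrees C; unstimulated wells defined full inhibition.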
A549 viability = A549 cytotoxicity, counter-screen for Nrf2 inhibitors | Potency, µM (doses to about 46 µM), for inactives: at the top dose activity change, negative = cytotoxicity, most hits filed as inhibitors | actives 0.16% (n = 390,000) | A549 ARE-Fluc cells, CellTiter-Fluor viability, 18-24 h | AID 504648; further: potency means the concentration at half of the fitted maximal effect; on the % scale 0 is the no-effect control and ±100 the full control effect
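Cytotoxicity counterscreen: CellTiter-Fluor fluorescence was measured in A549 ARE_Fluc cells after 18-24 h of compound exposure in a concentration series. The subsequent BugLite luminescent read reports ARE-luciferase activity.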
Nrf2 inh = Nrf2 pathway inhibition; actives 2.1% (n = 360,000); Potency, µM (highest dose often 46 µM), without a hit: at the top dose activity change, negative = inhibition, usual class: inhibitors; A549 ARE-Fluc reporter, luciferase luminescence, 18-24 h; AID 504444; further: potency means the concentration at half of the fitted maximal effect; on the % scale 0 is the no-effect control and ±100 the full control effect; nearly all actives have a fitted effect of over 60% in size
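Nrf2 activity is the BugLite luminescence, read 15 min after reagent at room temperature, following CellTiter-Fluor cytotoxicity readout (30 min, 37C). Compound titrations were applied for 18-24 h to 5000 A549 ARE_Fluc cells/well in 5% FBS OPTI-MEM.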
IL-1B inflam inh = blocks inflammasome-driven IL-1 beta release; activity change, % at 57.5 µM; THP-1 LPS/ATP IL-1B secretion, AlphaLISA, 16 h; active compounds read low; actives 4.7% (n = 360,000); in the data active means activity change below about -50%; inconclusive means mostly about -30% to -49%; further: on the % scale 0 is the no-effect control and ±100 the full control effect
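Secreted IL-1B measured by AlphaLISA bead assay after 16 h compound exposure of THP-1 cells; compounds (final up to 57.5 uM) added 1 h before LPS (250 ng/mL) and ATP (1.25 mM) stimulation; lower signal means less secretion.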
HepG2 tox = counter-screen for TGF-b inhibitors: cytotoxicity in HepG2 cells; HepG2 CAGA-GFP viability, ATP luminescence, 18 h; Potency, µM (series often up to 46.1 µM), for the others: top-dose activity change, negative = cytotoxicity, actives largely listed as cytotoxic; actives 0.76% (n = 410,000); AID 588856; further: potency means the concentration at half of the fitted maximal effect; some results filed as inactive show a strong effect at the top dose
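CellTiter-Glo luminescence gave cytotoxicity after 18 hours at 37 degrees C. The cells were HepG2 CAGA-GFP in 1% FBS DMEM, stimulated with 500 pg/mL TGF-beta after compound addition. %Activity was normalised to no-cell wells (complete cell-killing) and DMSO (no toxicity), and curves were fitted and classified.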
ATXN viability = viability counter-screen for ATXN expression inhibitors; actives 0.49% (n = 400,000); AID 651635; Potency, µM (doses to about 56.7 µM), hits mostly cytotoxic; S2 cells (HEK-293 line with an ATXN2-luciferase reporter) viability, CellTiter-Fluor protease fluorescence, 24 h; further: potency means the concentration at half of the fitted maximal effect; nearly all actives have a fitted effect of over 40% in size
The depositor's hits bear a star; i = inactive; ? = inconclusive; / = no result given; & = joins results of further samples; [ ] = another dose, or the depositor's remark. Unless noted, the call rests on the fitted dose curve; in most records, active means well fitted curve in the direction sought with a large enough effect; inconclusive means small, poorly fitted or top-dose-only effect, or another doubt; inactive means no such curve, though single readings can be large; an effect the other way counts as inactive or inconclusive. Rows were taken by chance; about 8.8% have a hit in one of these screens.

SMILES	ATXN2 expr inh	MCF10A rerep	Nrf2 ARE act	TGFb inhibitor	A549 viability	Nrf2 inh	IL-1B inflam inh	HepG2 tox	ATXN viability
Nc1nc(CSc2nc3ccccc3s2)nc(N2CCOCC2)n1	0%	13%	1.0%	2%	4%	-19%	-8	-9%	i
CCN1C(=O)C2(C(C#N)=C(N)Oc3n[nH]c(C(C)C)c32)c2ccccc21 (stereo unspecified)	-6%	7%	0.3%	-17%	-1%	-9%	-13	-28%	i
CCOC(=O)CSC1=NC(=O)CS1	-25%	21µM*	7.8%	9%	-12%	-37%	-14	-13%	i
Cc1ccc(C)c(CN2C(=O)c3ccccc3S(=O)(=O)c3ccc(C(=O)N4CCOCC4)cc32)c1	/	/	4.7%	/	-2%	-29%	/	-4%	/
COC(=O)CCCC(=O)Nc1ccc(Cl)c(Cl)c1	7%	0%	0.0%	-5%	-4%	11%	7	-5%	i
CCOc1ccc(NS(=O)(=O)c2ccc3[nH]c(=O)c(=O)[nH]c3c2)cc1	3%	9%	0.4%	-8%	-1%	3%	-9	-12%	i
Cc1ccccc1OCc1nnc(SCC(=O)O)n1-c1cccc(Cl)c1	-28%	?	-0.4%	-1%	6%	16%	-11	-7%	i
O=C(O)CCN1C(=O)/C(=C\c2ccc(-c3nc4ccccc4s3)o2)SC1=S	6%	0%	2.1%	8%	-5%	23%	19	-8%	?
COc1cccc(-c2cnc(C(O)c3ccc(-c4ccccc4)cc3)[nH]2)c1 (stereo unspecified)	-13%	/	4.9%	?	/	/	4	-55%	i
Cc1ccc(Cn2ccc(NC(=O)c3cc(-c4ccc(Cl)cc4)on3)n2)cc1	-17%	4%	-0.5%	-19%	0%	/	15	-1%	i
Cc1ccc2c(c1)N(CC(=O)NCc1ccco1)C(=O)C(C(C)C)O2 (stereo unspecified)	-3%	-1%	-0.5%	-3%	1%	0%	7	11%	i
O=C1/C(=C\c2ccco2)SC(=S)N1c1ccc(O)cc1	-1%	-4%	15%	-6%	-13%	13%	-19	-4%	?
c1cncc(-c2csc(NCc3ccco3)n2)c1	-11%	5%	8.7%	-2%	-14%	9%	13	-23%	i
CCOC(=O)c1c(-c2cccc([N+](=O)[O-])c2)csc1NC(=O)CCCOc1ccccc1OC	-12%	-1%	0.5%	-20%	1%	-29%	-2	-16%	i
O=C(COC(=O)c1cccc([N+](=O)[O-])c1)NNC(=O)c1cccs1	/	1%	-0.1%	3%	8%	10%	30	-5%	/
CCOC(=O)[C@H]1[C@H]2COc3ccc(Cl)cc3[C@@H]2N2C(=O)CN(Cc3ccc(F)cc3)C(=O)[C@@]12C	-22%	0%	0.2%	-16%	-9%	-4%	-3	-18%	?
O=C(NNC(=S)NC(=O)c1ccccc1)c1cccc([N+](=O)[O-])c1	-48%	-2%	5.2%	-23%	-14%	?	36	-21%	i
O=c1c2ccccc2nc2n1CCc1c-2[nH]c2ccccc12	42%&62%[activator]	8%	24%	-3%	-11%	?	12	-25%	i
COCCn1c(=NC(=O)CCS(=O)(=O)c2ccccc2)sc2cc(C)ccc21	-13%	8%	2.5%	-13%	-9%	-28%	i	0%	i
O=C(Nc1cccc(C(F)(F)F)c1)N1CCN(C(=O)Nc2cccc(C(F)(F)F)c2)CC1	-9%	-2%	-0.1%	0%	-10%	2%	39	-12%	i
Cc1ccc2nc(-c3ccncc3)cc(C(=O)NCCc3ccc(F)cc3)c2c1	-33%	?	3.1%	6%	-26%	-1%	2	-9%	i
CCOc1c2ccc(C(=O)NCCc3ccc(C)cc3)cc2nn1CC	6%	-57%[inhibitor]	0.9%	7%	0%	-6%	-6	1%	i
COc1ccccc1CNC(=O)COC(=O)c1ccc(N2CCCC2=O)cc1	/	-3%	0.4%	28%	5%	8%	-8	17%	?
O=C(c1ccccc1)c1ccc2nc(Nc3ccccc3)c3nncn3c2c1	-12%	11%	0.0%	6%	-1%	-9%	4	3%	i
COc1ccccc1C1N=C(c2ccccc2C)NO1 (stereo unspecified)	120%[activator]	1%	?	7%	-7%	?	-16	-2%	i
Cc1ccc(C(=O)NCC(=O)NCC(c2cccs2)N2CCOCC2)cc1C (stereo unspecified)	8%	-1%	-0.2%	0%	-3%	13%	0	3%	i
O=C(C1CCCN(S(=O)(=O)c2ccc(F)cc2)C1)N1CCCCC1 (stereo unspecified)	-8%	?	0.2%	7%	1%	-3%	32	5%	i
COC(=O)c1ccc(CN2C(=O)NC3(CCC(C)CC3)C2=O)o1 (stereo unspecified)	6%	-1%	-0.4%	12%	-4%	/	-5	-1%	i
COCCCNC(=O)CS(=O)Cc1nc(-c2cccc(C)c2)oc1C (stereo unspecified)	/	/	0.2%	-18%	-12%	8%	/	-3%	/
S=C(Nc1ccc(Nc2ccccc2)cc1)N1CCN(c2ncccn2)CC1	-10%	19%	0.4%	6%	0%	6%	-8	14%	i
Cc1cccc(C)c1NC(=O)CSc1ncnc2[nH]ncc12	2%	-5%	-0.4%	-12%	0%	-11%	18	12%	i
CCOc1ccc(C2=C(C=Nc3c(C)n(C)n(-c4ccccc4)c3=O)C(c3ccc(F)cc3)c3ccccc3O2)cc1 (stereo unspecified)	1%	9%	-0.8%	6%	-16%	?	0	-19%	i
Cc1nnc(NCCc2ccccc2)[nH]c1=O	2%	0%	-0.8%	-3%	/	3%	21	-9%	i
Cc1cccc[n+]1CC(=O)Nc1cccc([N+](=O)[O-])c1	-7%	-1%	8.2%	-6%	6%	8%	-3	5%	i
COc1ccc(-c2cc(=O)oc3cc(OC(C)C(=O)NCCCn4ccnc4)ccc23)cc1 (stereo unspecified)	-18%	-3%	0.9%	2%	-2%	-15%	51	-19%	i
COc1ccc(Cl)cc1NS(=O)(=O)c1cccc(C(=O)NCC(C)(C)N2CCOCC2)c1	-8%	20%	-0.7%	-2%	3%	4%	9	-5%	i
O=C(Nc1cccc(Cl)c1)N1CC2CCCN2c2ccccc21 (stereo unspecified)	-14%	/	5.7%	-26%	28%	/	/	-15%	i
Cc1cccn2c(=O)c(C(=O)NCc3ccccc3Cl)c(O)nc12	2%	/	-0.4%	-1%	-2%	9%	/	-13%	i
COc1ccc(C(=O)O)cc1F	7%	3%	-1.4%	2%	4%	14%	4	26%	i
O=C(Nc1ccncc1)c1cc(-c2ccccc2)nc2ccccc12	/	/	-0.3%	6%	/	/	4	-19%	?
OCc1nc2ccccc2n1Cc1ccc(Cl)cc1	-19%	2%	2.1%	-14%	4%	-20%	-19	16%	i
CCN(CC)c1ccc(NC(=O)OC)cc1	6%	-1%	0.5%	10%	3%	-2%	-13	-10%	i
CC1CCN(S(=O)(=O)c2ccc3[nH]c(=O)[nH]c3c2)CC1	13%	-3%	-1.0%	-2%	1%	-28%	-11	9%	i
C[C@H]1CN=C(Nc2ccccc2)N1CC1CCCCCC1	-8%	1%	-0.5%	-4%	1%	-5%	-24	-10%	i
CC(C(=O)Nc1ccc(C#N)cc1)N(C)CC(=O)Nc1cccc(F)c1 (stereo unspecified)	-2%	15%	3.1%	17%	17%	3%	-20	12%	i

Part of the list above, with each value named:
compound: Cc1cccc[n+]1CC(=O)Nc1cccc([N+](=O)[O-])c1
  ATXN2 expr inh: -7% | MCF10A rerep: -1% | Nrf2 ARE act: 8.2% | TGFb inhibitor: -6% | A549 viability: 6% | Nrf2 inh: 8% | IL-1B inflam inh: -3 | HepG2 tox: 5% | ATXN viability: i

compound: COc1ccc(-c2cc(=O)oc3cc(OC(C)C(=O)NCCCn4ccnc4)ccc23)cc1 (stereo unspecified)
  ATXN2 expr inh: -18% | MCF10A rerep: -3% | Nrf2 ARE act: 0.9% | TGFb inhibitor: 2% | A549 viability: -2% | Nrf2 inh: -15% | IL-1B inflam inh: 51 | HepG2 tox: -19% | ATXN viability: i

Continuation.
SMILES	ATXN2 expr inh	MCF10A rerep	Nrf2 ARE act	TGFb inhibitor	A549 viability	Nrf2 inh	IL-1B inflam inh	HepG2 tox	ATXN viability
Cc1cccc(NC(=O)CCCN2C(=O)C3CC=CCC3C2=O)c1 (stereo unspecified)	-5%	7%	0.1%	-11%	3%	0%	31	-23%	i
Cc1cc(C)nc(Nc2nc(C(N)Cc3ccc(F)cc3)cs2)n1 (stereo unspecified)	-24%	/	0.0%	?	/	/	-8	13µM*	?
Cc1nn(Cc2ccccc2)c(C)c1C(=O)OCC(=O)c1cc(C)n(CC(F)(F)F)c1C	-31%	13µM*	0.8%	-12%	-9%	16µM*	0	-2%	i
CCCCNc1cc(F)nc(N)n1	8%	11%	-0.1%	0%	-4%	13%	3	14%	i
Cc1ccc(C(=O)C2=C(O)C(=O)N(c3ncccn3)C2c2ccc(Cl)cc2)o1 (stereo unspecified)	2%	10%	4.6%	-30%	-19%	/	16	-6%	i
Cc1cc(C(=O)NCc2ccc(Cl)cc2)n(-c2ccccc2)n1	/	9%	0.2%	-18%	4%	?	-12	-9%	i
COc1ccc(C)cc1S(=O)(=O)Nc1cccc(Cl)c1Cl	-3%	-6%	2.6%	?	-8%	?	22	-3%	i
CN(C)c1ccc(C=C(C#N)C(=O)c2ccccc2)cc1Br	13%	/	-0.4%	?	/	/	-16	-22%	i
O=c1[nH]n(-c2ccc(F)cc2)c2ncccc12	3%	0%	0.3%	6%	12%	14%	-12	4%	i
Cc1cc(C(=O)COC(=O)CNC(=O)c2ccc(F)cc2)c(C)n1Cc1ccco1	29%	-2%	3.8%	-7%	4%	?	-4	1%	i
CC(=O)N(c1ccc(N(C(C)=O)S(=O)(=O)c2ccccc2)cc1)S(=O)(=O)c1ccccc1	-13%	17%	-0.1%	-18%	0%	-18%	-2	0%	i
Cc1nc2ccc(Nc3ccncc3)cc2s1	/	0%	5.4%	-2%	-1%	18%	-26	-8%	i
CC1CCN(c2ccc(N3C(=O)C4CCCCC4C3=O)cc2[N+](=O)[O-])CC1 (stereo unspecified)	4%	?	-0.2%[9.22 µM]	1%	-1%	3%	-3	-4%	i
